# inhibitors of VEEV: inhibitors of VEEV TC-83 cytopathic effect, confirmation, Vero cells (AID 588727); Vero cells, VEEV TC-83 cytopathic effect inhibition; higher % means a stronger effect; inhibition, % at 20 µM; hits with a dose series show IC50 in µM; 350,000 tested, 0.13% active; in the data active = a potency from the dose series; inconclusive = inhibition mostly from about 14% at the one dose, without a potency; inactive = the rest, 99 in 100 with inhibition below about 12%; also: strong numbers were not always called active
# M. tuberculosis HTS: M. tuberculosis growth inhibition, HTS (AID 449762); M. tuberculosis H37Rv growth inhibition, 7H9 media; higher % means a stronger effect; 330,000 tested, 0.59% active; one-dose inhibition, % at 25 µM; IC50 in µM for titrated hits; in the data active = a potency from the dose series; inconclusive = inhibition above about 70% without an active follow-up result;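 also: bacterial growth assessed after seven days of incubation; strong numbers were not always called active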
# M. tuberculosis: growth inhibition of non-replicating M. tuberculosis (AID 488890); Mycobacterium tuberculosis non-replicating, growth inhibition; higher % means a stronger effect; inhibition, % at 25 µM, or IC50 in µM where a hit was titrated; 320,000 tested, 0.39% active; in the data active = a potency from the dose series; inconclusive = inhibition mostly from about 82% at the one dose, without a potency; inactive = the rest, 99 in 100 with inhibition below about 76%;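 also: plate controls were DMSO cells for no effect and high antibiotic wells for full effect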
# influenza NS1A: NS1A inhibition, H1N1 influenza, cell based functional assay (AID 504329); NS1A functional cell-based assay, percent inhibition; higher % means a stronger effect; one-dose inhibition, % at 12.5 µM; IC50 in µM for titrated hits; 340,000 tested, 0.3% active; in the data active = a potency from the dose series; inconclusive = inhibition above about 27% without an active follow-up result; also: strong numbers were not always called active
# Salmonella PhoP GFP: PhoP regulon inhibitors, Salmonella typhi PhoP promoter GFP reporter, confirmatory (AID 1850); 310,000 tested, 0.33% active; one-dose inhibition, % at 50 µM; IC50 in µM for titrated hits; Salmonella Typhi PhoP-promoter GFP reporter, fluorescence, 4 h; higher % means a stronger effect; in the data active = a potency from the dose series; inconclusive = inhibition mostly from about 25% at the one dose, without a potency; inactive = the rest, 99 in 100 with inhibition below about 19%;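 also: 0% = induced wells with vehicle and 100% = uninduced wells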
# inhibitors of VEEV 10K pilot screen: further read-out of inhibitors of VEEV, marked with its call; inhibition, %; measured here: 10K pilot screen inhibition
# An asterisk follows results filed as active; i = inactive; ? = inconclusive; . = no result given. An unsorted share of the library; any-hit rate near 1.5%.
SMILES,inhibitors of VEEV,M. tuberculosis HTS,M. tuberculosis,influenza NS1A,Salmonella PhoP GFP,others
COC(=O)[C@H](Cc1c[nH]c2ccccc12)NC(=O)Nc1ccccc1OC,0.6%,-8.9%,-2.4%,-4.8%,-7.3%,
Cc1cc(=O)oc2cc(OCC(=O)N3CCN(C(=O)c4ccco4)CC3)ccc12,0.7%,0.1%,-0.5%,-2.7%,13.5%,
COc1ccc(CNC(=O)CSc2nnc(C)c(=O)[nH]2)cc1,2.0%,-2.5%,-7.1%,-8.3%,6.1%,
O=S(=O)(c1cccc2ccccc12)N1CCCCC1,3.1%,.,.,-8.8%,.,
CCOc1ccc(NC(=O)C2CCCN(S(=O)(=O)c3c(C)noc3C)C2)cc1 (stereo unspecified),2.8%,7.4%,-1.6%,-0.6%,0.6%,
Cc1ccc(COc2cccc3c2CCN(Cc2ccc(F)cc2)C3=O)cc1,i,2.2%,64.7%,-3.7%,0.8%,
O=C(CSc1ncn(-c2ccccc2)n1)Nc1nc2ccccc2s1,5.6%,15.9%,42.4%,3.3%,1.2%,
COc1ccc(C(=O)CSc2nnc(CN3CCCCC3)n2-c2ccc(Cl)cc2)cc1OC,6.8%,0.6%,19.1%,-2.5%,-0.8%,
CCOc1cc(/C=C(\C#N)C(N)=O)ccc1OS(=O)(=O)c1ccccc1,0.7%,-7.8%,64.7%,-5.5%,15.4%,
CN(CC(=O)NCc1cccnc1)S(=O)(=O)c1ccc2c(c1)c(=O)n(C)c(=O)n2C,0.0%,1.5%,-3.6%,7.2%,.,
Cc1ccc(S(=O)(=O)NC(CC(C)C)C(=O)NCCCn2nc(C)cc2C)cc1 (stereo unspecified),0.9%,-9.0%,0.6%,6.8%,.,
CCc1ccc(N2C(=O)Nc3ccc(Br)cc3C2(O)C(=O)NCCN(C)C)cc1 (stereo unspecified),i,5.6%,-7.8%,-16.1%,-11.4%,
CC1CN(C(=O)NCc2ccccc2)c2cc(Cl)ccc2O1 (stereo unspecified),0.7%,9.4%,1.2%,-22.1%,10.4%,
CN(Cc1ccc(C(C)(C)C)cc1)C(=O)Cc1ccc(S(=O)(=O)N2CCOCC2)s1,i,-4.9%,25.5%,-5.4%,.,
COc1ccc(CCNC(=O)CSc2nnc(Cc3csc(N)n3)n2C)cc1OC,0.6%,3.9%,-4.5%,-1.6%,-3.9%,
O=C(O)CCn1cc(-c2ccc(Cl)cc2)nc1-c1ccc(Cl)nc1,i,6.3%,7.1%,6.3%,-15.9%,inhibitors of VEEV 10K pilot screen=1.1
COc1cc(OC)c2ccc(=O)oc2c1C(CCN1CCCC1)c1ccc(N(C)C)cc1 (stereo unspecified),0.8%,4.1%,-0.7%,21.8%,1.1%,
COC(=O)Nc1ccc(S(=O)(=O)N2CCCC(C(=O)N3CCC(C)CC3)C2)cc1 (stereo unspecified),2.4%,2.9%,6.6%,-3.9%,13.6%,
COc1ccc2c(c1)c1ccc3c(c1n2C)C(=O)C=CC3=O,i,.,.,24.7%,.,
O=S(=O)(c1ccc(S(=O)(=O)N(Cc2cccs2)CC2CCCO2)cc1)N1CCCCC1 (stereo unspecified),1.1%,3.7%,-8.4%,-0.2%,-1.1%,
COC(=O)C1=C(C)NC(C)=C(C(=O)OC)C1c1ccccn1,0.4%,-6.4%,-8.2%,4.0%,0.0%,
O=C(O)Cn1nc2ccccc2n1,i,-11.0%,-6.7%,1.8%,0.8%,
CC(C)(C)NC(=O)NC(=O)C[n+]1ccc(Cc2ccc([N+](=O)[O-])cc2)cc1,0.7%,-1.3%,4.2%,-1.4%,1.8%,
CC1=CC(=C2C(=O)NC(=S)NC2=O)C=C(C(F)(F)F)N1CCc1ccccc1,.,4.2%,25.1%,.,-10.4%,
CCCNCC(=O)Nc1cccc(S(=O)(=O)NC2=NCCCCC2)c1,2.3%,-3.3%,-6.6%,-1.7%,.,

# Three entries out of the list, sorted by number of heavy atoms, falling:
SMILES,inhibitors of VEEV,M. tuberculosis HTS,M. tuberculosis,influenza NS1A,Salmonella PhoP GFP,others
COc1cc(OC)c2ccc(=O)oc2c1C(CCN1CCCC1)c1ccc(N(C)C)cc1 (stereo unspecified),0.8%,4.1%,-0.7%,21.8%,1.1%,
O=C(O)CCn1cc(-c2ccc(Cl)cc2)nc1-c1ccc(Cl)nc1,i,6.3%,7.1%,6.3%,-15.9%,inhibitors of VEEV 10K pilot screen=1.1
COC(=O)C1=C(C)NC(C)=C(C(=O)OC)C1c1ccccn1,0.4%,-6.4%,-8.2%,4.0%,0.0%,

# (listing goes on)
SMILES,inhibitors of VEEV,M. tuberculosis HTS,M. tuberculosis,influenza NS1A,Salmonella PhoP GFP,others
CN(C)C1=NC[C@H](Cc2ccccc2)N1CCc1ccc(F)cc1,0.1%,-6.3%,9.3%,12.2%,3.1%,
O=C1CC(Cc2ccccc2)C(=O)N1Cc1ccco1 (stereo unspecified),1.0%,0.6%,18.5%,-0.5%,-5.0%,
CCOc1ccc(NC(=O)CN(C)C(=O)c2cc(-c3ccncc3)nc3ccccc23)cc1OCC,8.1%,18.9%,-9.0%,-6.4%,2.4%,
CCOC(=O)C1=C(NC(=S)NC(=O)c2ccccc2)c2ccccc2CC12CCCC2,?,.,.,-3.5%,.,
COc1ccc(C(C(=O)NC2CCCCC2)N2CCC3(CC2)OCCO3)cc1 (stereo unspecified),0.4%,-5.5%,-2.1%,1.9%,-11.5%,
CC(C)C(NC(=O)c1ccccc1)C(=O)NCCc1ccccc1 (stereo unspecified),0.2%,42.2%,8.3%,-5.0%,-4.0%,
Cc1cccc(C)c1NC(=O)CSC(=O)c1sc2ccccc2c1Cl,0.4%,-6.9%,-2.4%,0.5%,2.3%,
COc1ccc2nc(SCC(=O)N3CCN(c4ccc(F)cc4)CC3)c(C#N)cc2c1,2.8%,?,37.3%,0.0%,-5.8%,
Cc1ccc(NC(=O)Cc2ccccc2F)cc1S(=O)(=O)N1CCCCCC1,4.7%,-3.4%,8.0%,-14.7%,.,
CCOC(=O)C1CCCCN1C(=O)CCc1nnc(-c2ccc3c(c2)OCO3)o1 (stereo unspecified),2.0%,-2.2%,-3.0%,-7.2%,0.7%,
CC(NC(=O)c1ccc(S(=O)(=O)C(F)F)cc1)c1ccccc1 (stereo unspecified),1.0%,-5.6%,38.1%,-5.0%,3.9%,
O=c1[nH]c2ccccc2nc1/C=C/c1ccc(O)cc1,8.1%,.,.,-4.6%,.,
CCCCN1C(Nc2ccccc2)=NC[C@@H]1CC(C)C,i,-3.0%,18.8%,4.8%,8.0%,inhibitors of VEEV 10K pilot screen=0.2
O=C(COC(=O)Cc1ccsc1)Nc1ccc(Cl)c(S(=O)(=O)N2CCOCC2)c1,0.8%,8.4%,-14.1%,-4.9%,7.0%,
CCOc1ccc(-n2c(C)cc(C(=O)NS(=O)(=O)c3ccc(C)cc3)c2C)cc1,0.5%,7.6%,38.2%,13.9%,-8.2%,
CN(C(=O)CSc1nc2ccccc2n1C)C1CCS(=O)(=O)C1 (stereo unspecified),i,-9.0%,-14.1%,-10.4%,.,
CC(=O)NC(Cc1c[nH]c2ccccc12)C(=O)OCC(=O)N1CCCCCC1 (stereo unspecified),i,-3.0%,-14.3%,-9.1%,6.9%,
O=C(COc1ccccc1)NCC(=O)Nc1cccc2ccccc12,i,-1.8%,-8.0%,23.8%,-1.4%,
COc1ccc(NS(=O)(=O)c2ccc(-n3cnnn3)cc2)cc1OC,i,-6.6%,2.0%,3.4%,2.4%,
Cc1cc(C)nc(/N=C(\N)Nc2ccccc2-c2ccccc2)n1,0.2%,?,30.5%,3.9%,-1.0%,
O=C(CC(c1ccccc1)c1ccccc1O)NCc1ccccc1 (stereo unspecified),2.7%,-7.1%,10.5%,-9.3%,10.6%,
CCCCn1c(N)c(N(CC(C)C)C(=O)C2=NN(c3ccccc3)C(=O)CC2)c(=O)[nH]c1=O,1.8%,-8.3%,0.9%,-2.4%,.,
CCOc1ncnc2c1sc1nc(C)cc(C)c12,2.3%,-10.6%,1.7%,-2.4%,-2.4%,
Cc1ccc(S(C)(=O)=NC(=O)c2cc(C)on2)cc1 (stereo unspecified),i,-2.8%,-3.8%,0.3%,-2.0%,
COc1cc(C(=O)Nc2ccc(S(=O)(=O)N3CCCCC3)cc2)ccc1OCC(=O)N1CCOCC1,0.4%,.,.,-5.7%,.,

# Molecules shown so far that contain fluorine (six):
SMILES,inhibitors of VEEV,M. tuberculosis HTS,M. tuberculosis,influenza NS1A,Salmonella PhoP GFP,others
Cc1ccc(COc2cccc3c2CCN(Cc2ccc(F)cc2)C3=O)cc1,i,2.2%,64.7%,-3.7%,0.8%,
CC1=CC(=C2C(=O)NC(=S)NC2=O)C=C(C(F)(F)F)N1CCc1ccccc1,.,4.2%,25.1%,.,-10.4%,
CN(C)C1=NC[C@H](Cc2ccccc2)N1CCc1ccc(F)cc1,0.1%,-6.3%,9.3%,12.2%,3.1%,
COc1ccc2nc(SCC(=O)N3CCN(c4ccc(F)cc4)CC3)c(C#N)cc2c1,2.8%,?,37.3%,0.0%,-5.8%,
Cc1ccc(NC(=O)Cc2ccccc2F)cc1S(=O)(=O)N1CCCCCC1,4.7%,-3.4%,8.0%,-14.7%,.,
CC(NC(=O)c1ccc(S(=O)(=O)C(F)F)cc1)c1ccccc1 (stereo unspecified),1.0%,-5.6%,38.1%,-5.0%,3.9%,

# (next part)
SMILES,inhibitors of VEEV,M. tuberculosis HTS,M. tuberculosis,influenza NS1A,Salmonella PhoP GFP,others
Cc1cccc(NC(=O)c2sc3ncn(CC(=O)N4CCN(c5ccccn5)CC4)c(=O)c3c2C)c1,5.2%,-4.4%,41.8%,7.2%,5.9%,
COC(=O)C(CC(=O)O)NCc1ccco1 (stereo unspecified),0.1%,-6.3%,-16.0%,-21.0%,12.3%,
CCCCn1c(N)c(N(CCC(C)C)C(=O)c2cc(Cl)nc3ccccc23)c(=O)[nH]c1=O,0.3%,-3.1%,17.2%,3.1%,.,
Cc1ccc(Cl)cc1N1CCN(S(=O)(=O)c2ccc3c(c2)oc(=O)n3C)CC1,i,-16.3%,48.4%,-8.1%,-9.0%,
O=C1[C@H](Cc2ccccc2)NCCCC[C@H](c2ccco2)N1Cc1ccccc1,1.8%,.,.,8.9%,.,
CCC(=O)Nc1cc(C(F)(F)F)ccc1N1CCCC1,0.8%,-5.5%,-7.1%,10.0%,-5.6%,
COc1ccc2c(=O)cc(-c3ccccc3F)oc2c1,0.9%,-9.7%,-4.5%,-4.7%,-6.3%,
Cc1ccc2nc(Cl)c(/C=C/C(=O)c3ccco3)cc2c1,12.1%,?,69.0%,1.8%,-2.1%,
CCOc1ccc(OCC(O)CNC2CCN(Cc3ccccc3)CC2)cc1 (stereo unspecified),0.3%,-15.9%,35.0%,13.2%,-0.6%,
Cc1noc(C)c1COc1cccc(C(=O)NCc2ccccc2Cl)c1,1.2%,0.5%,17.1%,9.7%,-10.6%,
COc1cccc(C(=O)OCC(=O)NCCc2ccccc2)c1OC,i,-3.3%,-3.8%,7.5%,-1.1%,
CCCNC(=S)N1CCC(NC(=O)c2cccc(C)c2)CC1,0.2%,55.6%,-1.1%,-0.1%,1.4%,
CC1C(=NO)C(C)C(c2ccc(N(C)C)cc2)NC1c1ccc(N(C)C)cc1 (stereo unspecified),1.0%,-2.3%,9.6%,-5.8%,-2.0%,
CC(=O)C1CCC2C3CCC4=CC(=O)CCC4(C)C3(F)C(O)CC12C (stereo unspecified),0.9%,.,.,-8.8%,.,
N#CC1=C2N=C(N)c3ccccc3N2C2=C(C(=O)CCC2)C1c1ccc(Cl)cc1 (stereo unspecified),3.0%,?,69.1%,14.3%,-12.4%,
COc1ccc(C2=C(Nc3ccccc3)c3ccccc3C2=O)cc1,i,5.5%,7.8%,-2.5%,2.2%,
CCOc1ccc(NC(=O)c2ccc(F)cc2F)cc1,0.6%,-1.1%,55.3%,5.5%,-8.7%,
N#Cc1c(NC(=O)CCCC(=O)O)sc2c1CCCCC2,0.1%,-7.3%,-18.4%,-5.5%,-12.3%,
Cc1nc(Cl)c(C#N)c2c1CCCC2,3.0%,-1.1%,-1.0%,-9.6%,-6.2%,
Cc1cccc(NC(=O)COC(=O)c2cccc(S(=O)(=O)N3CCCCCC3)c2)c1,2.9%,-4.2%,-0.5%,-4.0%,.,
O=C(NN1CCOCC1)c1cc(-c2ccncc2)nc2ccccc12,1.0%,7.5%,6.7%,3.7%,1.8%,
CN1CCN(c2ccc(C(CC(N)=O)NC(=O)Cc3cccc4ccccc34)cc2[N+](=O)[O-])CC1 (stereo unspecified),9.0%,2.0%,-3.0%,-11.1%,-5.6%,

# Screening data: PubChem BioAssay, Southern Research Specialized Biocontainment Screening Center
